# High-throughput results (PubChem)
# OX1R antag-1 = OX1R (human) antagonism | O43613 | OX1R-expressing cells, FRET antagonist read-out | inhibition, % at 6.6 µM | hit rate 1.8% among 330,000 | AID 485270; in the data active = inhibition mostly above about 38%, no sharp cut-off; inactive = mostly below about 40%;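 also: 0% = agonist challenge alone and 100% = reference antagonist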
# Target sequence (O43613 whole entry, looked up): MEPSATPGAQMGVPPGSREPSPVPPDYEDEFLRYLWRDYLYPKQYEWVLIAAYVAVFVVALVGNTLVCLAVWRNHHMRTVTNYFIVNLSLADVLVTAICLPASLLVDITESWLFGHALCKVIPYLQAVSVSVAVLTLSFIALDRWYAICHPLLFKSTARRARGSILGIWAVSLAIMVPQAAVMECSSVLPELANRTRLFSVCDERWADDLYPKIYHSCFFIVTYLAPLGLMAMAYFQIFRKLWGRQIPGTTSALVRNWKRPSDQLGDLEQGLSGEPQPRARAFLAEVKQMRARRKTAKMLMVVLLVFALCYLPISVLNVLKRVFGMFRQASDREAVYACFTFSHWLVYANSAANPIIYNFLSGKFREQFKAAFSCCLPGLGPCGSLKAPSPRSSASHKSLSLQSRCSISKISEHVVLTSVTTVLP
# OX1R antag-2 = human HCRTR1 antagonism. CHO/OX1R cells, Fluo-8 calcium fluorescence, orexin A. AID 434989. O43613. hit rate 0.43% among 330,000. inhibition, % at 5 µM;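 active = inhibition above its plate's threshold, mean inhibition of all tested compounds on the plate plus 3 SD, cut at about 37% in these data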;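 also: 0% = orexin A challenge wells and 100% = SB-334867-A antagonist wells; not every result past the cut was called active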
# Active calls of the source: *.
SMILES,OX1R antag-1,OX1R antag-2
CN(C)S(=O)(=O)c1ccc(Cl)c(NC(=O)COC(=O)CCC(=O)c2cccs2)c1,18,-12
O=c1c2c(-c3cccs3)csc2ncn1-n1cccc1,13,-10
COCC(C)n1c(C)cc(C(=O)COC(=O)c2oc3ccccc3c2C)c1C (configuration not stated),54,26
CC12CCC(C(=O)Nc3ccccc3)(C/C1=N\O)C2(C)C (configuration not stated),10,0
O=c1c2oc3ccccc3c2ncn1Cc1cccc(Cl)c1,16,0
COc1cc(/C=N/Nc2ccc(F)cc2F)cc(OC)c1O,27,-10
CC(C)CCCC(C)NC(=O)c1cc(S(=O)(=O)N2CCCCC2)ccc1N1CCOCC1 (configuration not stated),8,-39
CSc1ccccc1COC(=O)Nc1ccccc1C,23,-18
CN(C)CCN(Cc1ccccc1)c1ccnc(N(C)C)c1C#N,14,-13
Cc1cc(C(F)(F)F)nn1-c1nc(-c2ccco2)cc(C(F)(F)F)n1,12,-19
Cc1ccc(CNC(=O)COC(=O)c2cc3c(s2)CCC(C)C3)cc1 (configuration not stated),8,-26
Cc1ccc(C(=O)OCc2nnc(-c3ccccc3)o2)s1,11,-17
CC(C)C(NS(=O)(=O)c1ccccc1)C(=O)OCc1cc([N+](=O)[O-])cc2c1OCOC2 (configuration not stated),15,-17
O=C(O)c1ccc(CSc2nc3ccccc3o2)cc1,20,-2
O=C(CSc1nncn1-c1ccccc1)NCc1cccs1,17,-15
Cc1ccc(/C=C/C(=O)NCc2cccs2)cc1,39,-7
CCOc1ccc(S(=O)(=O)N2CCOCC2)cc1NS(=O)(=O)c1ccc(OC)c([N+](=O)[O-])c1,21,-31
N#CC1=C(N)Oc2n[nH]c(-c3cccnc3)c2C1c1ccc([N+](=O)[O-])o1 (configuration not stated),46,6
COc1ccccc1CCNC(=O)c1cnccn1,7,-4
O=C(C1CCC(=O)N(C2CCCCCC2)C1)N1CCN(c2ccccc2Cl)CC1 (configuration not stated),14,-6

# Compounds shown so far that have an aryl methoxy group (three):
SMILES,OX1R antag-1,OX1R antag-2
COc1cc(/C=N/Nc2ccc(F)cc2F)cc(OC)c1O,27,-10
CCOc1ccc(S(=O)(=O)N2CCOCC2)cc1NS(=O)(=O)c1ccc(OC)c([N+](=O)[O-])c1,21,-31
COc1ccccc1CCNC(=O)c1cnccn1,7,-4

# Remaining list, next part
SMILES,OX1R antag-1,OX1R antag-2
O=C(COC(=O)C1CC1)NC(=O)NCc1ccccc1,21,1
Cc1cccc(CN2CCN(Cc3cccc(-n4cccn4)c3)CC2CCO)n1 (configuration not stated),29,-13
NC(=O)c1nc(-c2cccs2)nc2c1[nH]c(=O)n2-c1ccc(F)cc1,13,-8
Cn1nnnc1SCC(=O)NCc1ccco1,13,-5
Cc1cc(Cl)ccc1OCC(=O)Nc1ccccc1C(=O)N1CCOCC1,11,-6
CCn1c(COc2ccccc2C)nnc1SCC(=O)O,5,-10
CCOC(=O)c1cc(C)sc1/N=C/C1=C(O)CCCC1=O,4,-15
C=CCNC(=O)CN1CCC(n2nnc3cc(C(F)(F)F)ccc32)CC1,8,-18
CCn1c(=O)[nH]c2cc(Cl)c(Cl)cc21,14,-14
CCC(=O)Nc1nnc(-c2ccncc2)s1,15,3
Cc1noc(C)c1CSCC(=O)Nc1nc2ccccc2s1,21,-29
Cc1cc(C)c(C(=O)COC(=O)C2CC3CCCC(C2)C3=O)c(C)c1 (configuration not stated),18,-22
O=C(O)c1ccc(N2C(=O)CC(Cc3ccccc3)C2=O)cc1 (configuration not stated),2,-2
CC1(OC(=O)C2CCCC2)C(=O)C=C2C=C(c3ccsc3)N(CC3CC3)C=C2C1=O (configuration not stated),46,-8
COc1ccc(C)cc1NC(=O)COC(=O)c1ccc2ccccc2n1,10,-27
CN(CC(=O)N1CCCCCC1)S(=O)(=O)c1ccc(Br)cc1,-3,-24
CCCc1cc2c(cc1NC(=O)c1ccco1)OCO2,6,-8
COc1ccc(/C=C2/N=C(SC)NC2=O)cc1OC,19,-18
Cc1cc(C(=O)N/N=C/c2ccc([N+](=O)[O-])s2)n[nH]1,53*,-11
Cc1cc(S(=O)(=O)c2ccc([N+](=O)[O-])cn2)ccc1Br,32,34

# Record cards (already shown).
# Cc1noc(C)c1CSCC(=O)Nc1nc2ccccc2s1 is listed with OX1R antag-1: 21; OX1R antag-2: -29
# O=C(C1CCC(=O)N(C2CCCCCC2)C1)N1CCN(c2ccccc2Cl)CC1 (configuration not stated) is listed with OX1R antag-1: 14; OX1R antag-2: -6

# The list goes on.
SMILES,OX1R antag-1,OX1R antag-2
Cc1cc(SCC(=O)NC(=O)NCc2ccco2)nc2ccccc12,41,-30
CC(CCc1ccccc1)NC(=O)CCNC(=O)c1ccccc1Cl (configuration not stated),2,-16
O=C(NCCS(=O)c1ccc(Cl)cc1)c1cccc(Cl)c1 (configuration not stated),7,-12
CC(C)C1C(C#N)=C(N)SC(N)=C1C#N,10,-2
Nc1nc2c3ccccc3nc(C3CC3)n2n1,15,-3
Cc1cc(NS(=O)(=O)c2ccc(Nc3nc(-c4sc(N)nc4C)cs3)cc2)no1,-4,1
Cc1cc2cc(CNC(=S)Nc3ccc(OC(F)(F)F)cc3)ccc2n1C,-1,-5
CN(Cc1ccccc1)C(=O)c1nc2ccccn2c1CN1CCc2sccc2C1,24,-27
CCn1nc(CC(=O)O)c2ccccc2c1=O,23,-12
Cc1cc(=O)[nH]c(SCC(=O)c2c(N)n(C)c(=O)n(C)c2=O)n1,30,1
CCOC(=O)c1cccc(OS(=O)(=O)Cc2ccccc2)c1,40,-18
N#C/C(=C\c1ccc(OCCN2CCOCC2)cc1)C(=O)Nc1ccc(S(N)(=O)=O)cc1,21,1
O=C(N/C(=C/c1cccs1)C(=O)N1CCOCC1)c1cccs1,29,-13
CCOc1ccc(N=C2Sc3nc4ccc(C)cc4cc3CN2CCOC)cc1,3,-57
COC(=O)C1=CNC=C(C(=O)OC)C1c1ccc(C(=O)OC)cc1,4,-11
COc1ccc(Cn2cc([N+](=O)[O-])nc2C)cc1[N+](=O)[O-],40,-7
COc1ccc(CCNC(=O)c2ccc3nc4cc(Cl)ccc4c(=O)n3c2)cc1OC,-12,-25
COc1ccc(-c2nnc(NC(=O)c3ccc([N+](=O)[O-])o3)o2)c(OC)c1,30,-7
C[C@H](NC(CCc1ccccc1)C(=O)O)C(=O)N1CCC[C@H]1C(=O)O (some centres not stated),15,-14
CCS(=O)(=O)C1=NN2C(=N)/C(=C\c3ccc(OC(=O)c4ccco4)c(OC)c3)C(=O)N=C2S1,13,-4

# Some values from above:
# C[C@H](NC(CCc1ccccc1)C(=O)O)C(=O)N1CCC[C@H]1C(=O)O (some centres not stated) | OX1R antag-1 = 15
# O=C(N/C(=C/c1cccs1)C(=O)N1CCOCC1)c1cccs1 | OX1R antag-2 = -13
# CCOC(=O)c1cccc(OS(=O)(=O)Cc2ccccc2)c1 | OX1R antag-1 = 40

# Next records:
SMILES,OX1R antag-1,OX1R antag-2
CC(=O)OCC(=O)NCCCOc1cccc(CN2CCCCC2)c1,22,-11
COC(=O)[C@]1(C)CCC[C@@]2(C)C3CC[C@@]4(C)C[C@]3(CCC21)CC(=O)N4 (some centres not stated),-5,-3
O=S(=O)(c1ccc2nc(-c3ccco3)c(-c3ccco3)nc2c1)N1CCOCC1,42,1
CCNC(=O)Nc1cc(OC)c(OC)cc1C(=O)O,-1,1
O=C(NCCN1CCOCC1)/C(=C/c1ccccc1)NC(=O)c1ccccc1,12,-36
CC1CN(Cc2nc3c(c(=O)n(C)c(=O)n3C)n2Cc2cccc(Cl)c2)CC(C)O1 (configuration not stated),3,-5
CCC(=O)Nc1ccc(NC(=O)c2ccc3ccccc3c2)cc1,15,-10
CC1(C)C2CCC1(CS(=O)(=O)Nc1ccc(S(=O)(=O)N3CCCCC3)cc1)C(=O)C2 (configuration not stated),13,-25
CCCCCC(=O)Oc1cccc(N2C(=O)C3CCCCC3C2=O)c1 (configuration not stated),15,0
C/C(=N/NC(=O)c1ccncc1)c1ccc2c(c1)OCO2,-2,-9
COc1cc(C)nc(NC(=O)COc2ccc(Cl)cc2C)n1,3,-8
O=C1ON=C(c2ccccc2)/C1=C/c1ccccc1,11,-14
Cc1cnc(C)c(N2CCN(Cc3nc(-c4ccccc4)no3)CC2)n1,10,-13
CC1CCN(CCCCOc2ccc(C(=O)c3ccccc3)cc2)CC1,13,-24
CN1CCC(OC(=O)c2ccco2)CC1,19,1
COc1ccc(NC(=O)OC(CN2CCCCC2)C(F)(F)F)cc1 (configuration not stated),28,-18
COCc1c(Br)c(C)nc(OCC(=O)N/N=C/c2cc(C)n(-c3ccc([N+](=O)[O-])cc3)c2C)c1C#N,17,-12
Nc1nc(NCc2ccco2)nn1-c1ccccc1,9,-2
CS(=O)(=O)Nc1ccc(C(=O)Nc2ccccc2Sc2ccccc2)cc1,12,-18
Cc1noc(C)c1CN1C(=O)c2cccc([N+](=O)[O-])c2C1=O,25,-16
Cn1c(N)c(C(=O)Nc2cccc(Cl)c2)c(=O)n(C)c1=O,10,-9
CC1CCCCC1NC(=O)c1ccc(S(=O)(=O)N2CCN(C)CC2)cc1 (configuration not stated),13,-12
CC1CCCC(C)N1C(=O)COC(=O)C1CCN(S(=O)(=O)c2c(Cl)cccc2Cl)CC1 (configuration not stated),18,-17
O=C(CN1C(=O)NC2(CCCC2)C1=O)Nc1ccccc1N1CCCC1,1,-18
O=C(NC1CC1)c1cccc(S(=O)(=O)N2CCOCC2)c1,2,-15
Cc1ccc(NC(=S)NNc2ncc(C(F)(F)F)cc2Cl)cc1,12,-25
CCOc1cccc(/C=N/NC(=O)C2CCCC2)c1O,3,-11
Cc1ccccc1NC(=O)Cn1nc(C(=O)O)c2ccccc2c1=O,6,-24
CC(=O)Nc1ccc(NC(=O)C(C)OC(=O)c2cccc(S(=O)(=O)N3CCCCCC3)c2)cc1 (configuration not stated),5,-16
CCOc1ccc(C(CC(=O)O)NC(=O)C23CC4CC(CC(C4)C2)C3)cc1OC (configuration not stated),31,-14
COc1ccc(CCN(C)CCC(=O)Nc2ccc(C)cc2)cc1OC,11,-21
O=C(NC1CCCc2ccccc21)C1CCN(S(=O)(=O)c2cccc3nsnc23)CC1 (configuration not stated),20,-7
O/N=C(\c1ccc(Cl)cc1Cl)c1ncc(C(F)(F)F)cc1Cl,10,-15
CCc1ccc(CCC(=O)Nc2ccc(Cl)cc2)o1,-7,-9
CCOP(=O)(OCC)c1nc(-c2cccc3ccccc23)oc1N1CCCCC1,14,-21
O=c1c2cc([N+](=O)[O-])ccc2nc2n1CCCC2,69*,-16
O=C(c1ccccc1F)N1CCN(C(=O)C(c2ccccc2)c2ccccc2)CC1,8,-13
Cc1ccc(C)c(S(=O)(=O)/N=C2\C=C(NS(=O)(=O)c3ccccc3)C(=O)c3ccccc32)c1,37,-14
Cn1c(N)c(C(=O)COC(=O)c2ccc(S(=O)(=O)N3CCCCC3)cc2)c(=O)n(C)c1=O,0,-2
C#CCn1c(S(=O)(=O)Cc2ccc(OC)cc2)nc(-c2ccccc2)c1-c1ccccc1,58*,-8
COc1ccc(C2=CC(=O)C[C@H](c3ccc(F)cc3)C2)cc1OC,4,-25
NC(=O)C1CCN(CC(=O)Nc2nccs2)CC1,6,6
CCOC(=O)C1CCN(C(=O)CC(C)S(=O)(=O)c2ccc3c(c2)NC(=O)CO3)CC1 (configuration not stated),1,-2
COc1ccc(/C=N/NC(=O)CSCC(=O)Nc2ccccc2)cc1OC,17,-21
Cc1nn(-c2ccccc2)c(C)c1C(=O)OC(C)C(=O)Nc1ccc(C(N)=O)cc1 (configuration not stated),6,3
COc1cccc(C(C(=O)NC2CCCCC2)N(C(=O)c2ccco2)c2ccc(-n3cnnn3)c(C)c2)c1 (configuration not stated),16,-36
Cc1ccc(NC(=O)COC(=O)c2cc(C)nc3ccccc23)c([N+](=O)[O-])c1,25,-22
CC(C)(C)n1nc2c(c1NC(=O)c1cc3ccccc3o1)CSC2,12,-18
O=C(COc1ccccc1)n1nc(-c2ccc(Cl)cc2)nc1NCc1ccco1,14,-6
Cc1cc(C)cc(NC(=O)c2nccnc2C(=O)O)c1,6,-7
# Later entries.
SMILES,OX1R antag-1,OX1R antag-2
CSc1nnc2c(n1)[nH]c1c(C)cccc12,32,-8
O=C(c1ccc(Cl)cc1)N1CCN(c2ccc([N+](=O)[O-])c(NCc3cccnc3)c2)CC1,19,-39
CCCOc1ccc(NC(=O)CC2C(=O)Nc3ccccc3N2CC(=O)N2CCCC2)cc1 (configuration not stated),5,-17
COc1ccc(CCC(=O)NCc2ccco2)cc1,13,-2

# Filtered by structure, the compounds so far containing an aryl thioether with sulfur outside any ring
SMILES,OX1R antag-1,OX1R antag-2
CSc1ccccc1COC(=O)Nc1ccccc1C,23,-18
O=C(O)c1ccc(CSc2nc3ccccc3o2)cc1,20,-2
O=C(CSc1nncn1-c1ccccc1)NCc1cccs1,17,-15
Cn1nnnc1SCC(=O)NCc1ccco1,13,-5
CCn1c(COc2ccccc2C)nnc1SCC(=O)O,5,-10
Cc1cc(SCC(=O)NC(=O)NCc2ccco2)nc2ccccc12,41,-30
Cc1cc(=O)[nH]c(SCC(=O)c2c(N)n(C)c(=O)n(C)c2=O)n1,30,1
CS(=O)(=O)Nc1ccc(C(=O)Nc2ccccc2Sc2ccccc2)cc1,12,-18
CSc1nnc2c(n1)[nH]c1c(C)cccc12,32,-8

# Random draw from the library; overall some 2% were active at least once.
